Compound activity deposited in PubChem by several laboratories.
Rv3671c protease: Rv3671c (M. tuberculosis) protease inhibition | P9WHR9 | inhibition, % at 5.96 µM | 320,000 compounds, 0.048% hits; in the data active means inhibition above about 38%;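 further: extracellular domain of Rv3671c used as enzyme; 0% = enzyme with DMSO and 100% = no enzyme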
Target sequence (P9WHR9 whole entry, looked up, the tested form may be a part): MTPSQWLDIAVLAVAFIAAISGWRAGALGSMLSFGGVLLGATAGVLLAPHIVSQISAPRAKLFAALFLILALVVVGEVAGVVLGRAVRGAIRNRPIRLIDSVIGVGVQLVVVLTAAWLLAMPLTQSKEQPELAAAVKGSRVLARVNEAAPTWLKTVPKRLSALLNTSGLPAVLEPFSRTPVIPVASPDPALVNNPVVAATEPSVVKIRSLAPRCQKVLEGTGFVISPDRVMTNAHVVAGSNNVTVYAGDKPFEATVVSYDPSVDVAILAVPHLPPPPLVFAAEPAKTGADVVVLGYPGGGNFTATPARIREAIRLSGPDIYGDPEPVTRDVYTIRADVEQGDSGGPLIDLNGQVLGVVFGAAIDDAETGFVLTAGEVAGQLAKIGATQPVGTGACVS
PfHsp40 yeast: compounds rescuing yeast from Plasmodium falciparum HSP40 toxicity; AID 504582; 340,000 compounds, 0.68% hits; S. cerevisiae expressing PfHsp40, growth rescue, ATP luminescence; growth rescue, % at 12.5 µM; in the data active means growth rescue above about 28%, passing the limit was not always enough; inconclusive means no clear call, values can overlap the other calls;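 further: yeast W303a lacking pdr1 and pdr3 grown in galactose medium; growth measured after three days at 30 °C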
BH1578 lux ind: inducers of Vibrio cholerae quorum light production without autoinducers | V. cholerae BH1578 lux reporter, luminescence, 6 h | activation, % at 18.7 µM | 350,000 compounds, 0.16% hits; in the data active means activation mostly above about 9.7%, no sharp cut-off; inconclusive means no clear call, values can overlap the other calls; inactive means mostly below about 3.7%; further: not every result past the cut was called active; inactives centre near 0; reference of the scale not given here
TcdB GH inh: blocks C. difficile toxin B glycohydrolase activity | inhibition, % at 9.99 µM | P18177 | 350,000 compounds, 0.24% hits | TcdB glycohydrolase enzymatic assay, plate reader | AID 652162; in the data active means inhibition above about 10%
DUSP3 inh: blocks human VHR1 dual specificity phosphatase; recombinant VHR phosphatase, pNPP absorbance; P51452; 290,000 compounds, 0.52% hits; AID 1654; inhibition, % at 13.3 µM; in the data active means inhibition above about 50%; further: some compounds called inactive have numbers as strong as hits
Target sequence (P51452 whole entry, looked up): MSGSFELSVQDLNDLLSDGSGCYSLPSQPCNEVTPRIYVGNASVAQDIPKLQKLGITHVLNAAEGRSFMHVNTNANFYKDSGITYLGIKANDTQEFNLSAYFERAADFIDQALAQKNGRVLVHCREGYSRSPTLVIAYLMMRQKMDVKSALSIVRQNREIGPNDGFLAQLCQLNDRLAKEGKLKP
MazEF act: MazEF (E. coli) toxin RNase activation. FAM/BHQ RNA-DNA oligo cleavage fluorescence, 5 h. activation, % at 20 µM. 350,000 compounds, 0.32% hits; in the data active means activation above about 50%
Target sequence (P0AE70 whole entry, looked up): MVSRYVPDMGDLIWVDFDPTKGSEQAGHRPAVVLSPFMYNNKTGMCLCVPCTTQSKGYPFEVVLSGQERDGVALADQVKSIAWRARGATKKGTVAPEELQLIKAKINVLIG
Yp Topo-I inh: blocks Yersinia pestis topoisomerase I activity | Y. pestis Topo-I cleavage product accumulation, plate reader | activity, % at 10 µM | 360,000 compounds, 0.064% hits; in the data active means activity above about 50%, passing the limit was not always enough; inconclusive means no clear call, values can overlap the other calls; further: inactives centre near 2
Anthrax LF inh2: anthrax lethal factor protease inhibition. 360,000 compounds, 0.12% hits. inhibition, % at 10 µM. AID 588501. multiplex microsphere protease cleavage assay, LF; in the data active means inhibition above about 30%; inconclusive means no clear call, values can overlap the other calls; further: plate controls were buffer without enzyme for full effect and enzyme alone for no effect
SARS 3CLpro inh: SARS-CoV 3CLpro protease inhibition; inhibition, % at 6 µM; recombinant SARS-CoV 3CLpro, quenched FRET peptide cleavage; AID 1706; P0C6X7; 290,000 compounds, 0.14% hits; in the data active means inhibition above about 12%
SSB-PriA inh: blocks PriA binding to SSB C-terminal tail. AlphaScreen SSBct-PriA binding, biotinylated peptide. inhibition, % at 33 µM. 430,000 compounds, 0.6% hits. AID 1272365; in the data active means inhibition mostly above about 37%, no sharp cut-off; inactive means mostly below about 20%;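 further: plate controls were negative control peptide for no effect and reference peptide for full effect; strong numbers were not always called active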
* marks the source's active call; other numbers are inactive results; i = inactive; ? = inconclusive; . = not tested or not shown. Only part of the results is shown. The share of hits here may be higher or lower than overall.

SMILES	Rv3671c protease	PfHsp40 yeast	BH1578 lux ind	TcdB GH inh	DUSP3 inh	MazEF act	Yp Topo-I inh	Anthrax LF inh2	SARS 3CLpro inh	SSB-PriA inh
C#CCCOC(=O)N1C2=NC(C(=O)OC)=C(C(=O)OC)[C@@H]3N(Cc4ccccc4)c4ccccc4[C@]23C[C@H]1C(=O)OC	-2	-0.6	1.9	.	15	2	3	-6	.	5
O=C1OCCN1C(=O)[C@H]1[C@H](c2ccc(Cl)cc2)C(c2ccccc2)=NN1c1ccccc1	.	0.2	i	1.6	.	-10	-21	4	.	-18
C=CCN1C(=O)c2ccc(C(=O)OCC(=O)N(CC)c3c(N)n(Cc4ccccc4)c(=O)[nH]c3=O)cc2C1=O	.	-0.9	-0.3	1.1	.	-7	0	-7	.	-2
Clc1ccc(Sc2oc(/C=N/n3cnnc3)cc2Br)cc1	-1	2.8	i	.	-8	2	7	1	2	.
CC(=O)N1c2ccc(S(=O)(=O)N3CCCC(C(=O)NCc4ccccc4Cl)C3)cc2CC1C (stereo unspecified)	4	0.5	i	0.7	9	2	17	1	-1	-12
CCOC(=O)c1sc(Nc2nc(C)cc(OC)n2)nc1C	2	-1.2	-1.4	-0.2	21	-141	9	-8	-7	-3
C=CCn1c2ccccc2c2nnc(SC(CC)C(=O)Nc3nc(C)c(C(=O)OCC)s3)nc21 (stereo unspecified)	1	0.3	0.0	.	18	-20	4	.	3	4
CCOC(=O)c1sc2ncnc(N3CCN(C)CC3)c2c1C	8	-1.3	-0.1	2.1	-3	3	-4	2	2	0
CCOC(=O)N1CCN(C(c2ccc(F)cc2)c2sc3nc(C)nn3c2O)CC1 (stereo unspecified)	-2	-0.2	-1.6	1.0	-13	1	0	-10	5	-4
CCC(C)(C(=O)Nc1ccccc1C)N(C(=O)CNC(C)=O)c1ccc(C)cc1 (stereo unspecified)	-6	-1.2	-0.2	.	-5	-8	-3	0	-1	-10
Cc1nn(Cc2n[nH]c(=S)n2Cc2ccccc2)c(C)c1Cl	-3	0.2	-2.8	.	43	4	-1	-1	4	-7
CCCCCCn1c(CN2CCN(Cc3ccccc3)CC2)nc2c1c(=O)n(C)c(=O)n2C	9	1.5	i	.	-1	-6	12	-1	7	13
CC1CC(C)CN(CC(=O)NC(c2ccccc2)c2ccccc2)C1 (stereo unspecified)	7	-0.8	-0.3	0.8	-14	-3	23	1	5	-20
COCCNC(=O)CC(=O)N/N=C/c1ccc(C(=O)OC)cc1	2	-0.1	-1.4	1.3	15	7	-1	-3	2	.
COc1ccccc1CNC(=O)c1ccc(Cl)c(S(=O)(=O)N2CCCC2)c1	-5	0.8	-2.0	1.3	.	3	-9	-5	.	2
COc1ccccc1C(=O)NCC(=O)OCC(=O)Nc1cccc(S(=O)(=O)N2CCCCCC2)c1	-2	1.2	i	-2.0	10	1	4	-2	1	0
CCOc1ccccc1NC(=O)COC(=O)c1c[nH]c2ccccc12	.	.	i	0.9	.	2	4	4	.	14
CC(=O)c1cccc(NC(=O)[C@@H](NC(N)=O)C(C)C)c1	5	-0.3	-1.6	1.7	15	-9	10	-6	0	-18
COc1ccc([N+](=O)[O-])cc1NS(=O)(=O)c1cccc(C(=O)O)c1	12	0.3	i	2.7	21	-17	6	-9	1	0
COc1ccc(/C=C(\C#N)C(=O)Nc2ccccn2)cc1	-9	-1.0	i	0.7	.	0	5	-13	-5	-8

A stretch of the results above, for reference:
SMILES	Rv3671c protease	PfHsp40 yeast	BH1578 lux ind	TcdB GH inh	DUSP3 inh	MazEF act	Yp Topo-I inh	Anthrax LF inh2	SARS 3CLpro inh	SSB-PriA inh
C#CCCOC(=O)N1C2=NC(C(=O)OC)=C(C(=O)OC)[C@@H]3N(Cc4ccccc4)c4ccccc4[C@]23C[C@H]1C(=O)OC	-2	-0.6	1.9	.	15	2	3	-6	.	5
O=C1OCCN1C(=O)[C@H]1[C@H](c2ccc(Cl)cc2)C(c2ccccc2)=NN1c1ccccc1	.	0.2	i	1.6	.	-10	-21	4	.	-18
C=CCN1C(=O)c2ccc(C(=O)OCC(=O)N(CC)c3c(N)n(Cc4ccccc4)c(=O)[nH]c3=O)cc2C1=O	.	-0.9	-0.3	1.1	.	-7	0	-7	.	-2
Clc1ccc(Sc2oc(/C=N/n3cnnc3)cc2Br)cc1	-1	2.8	i	.	-8	2	7	1	2	.

Following part:
SMILES	Rv3671c protease	PfHsp40 yeast	BH1578 lux ind	TcdB GH inh	DUSP3 inh	MazEF act	Yp Topo-I inh	Anthrax LF inh2	SARS 3CLpro inh	SSB-PriA inh
CC(C)(C)S(=O)N1Cc2cc(CO)cc(CCO)c2[C@H]1CCO (stereo partly specified)	.	-1.3	-1.9	0.4	.	-7	7	-1	.	5
CS(=O)(=O)N1CCCC(C(=O)N2CCc3ccccc3C2)C1 (stereo unspecified)	6	3.9	i	.	16	2	1	0	1	-3
CC1(C)COC(Cc2ccccc2)=N1	.	.	-7.7	0.1	.	7	5	-3	.	.
COc1ccc(Br)cc1CNC(=O)CCN1C(=O)COc2ccccc21	10	1.4	-0.4	2.8	13	-4	4	-4	2	-13
COc1ccccc1/C=N/NC(=O)CC(=O)NCCc1ccccc1	10	.	i	3.7	.	-6	4	-2	.	.
C=CCNc1nc2ccccc2nc1NS(=O)(=O)c1ccc(Br)cc1	11	17	i	-0.7	-8	5	-7	-2	1	-8
Cc1ccc(N(Cc2ccccc2)C(=O)c2ccc(F)c(S(=O)(=O)N3CCOCC3)c2)cc1	4	0.5	-5.9	0.5	.	-1	34	-5	.	-5
CSc1cccc(-n2c(C)cc(C(N)=O)c2C)c1	-3	1.4	4.8	.	-17	6	-10	0	-5	5
COc1ccc(-c2csc(N3N=C(C)C(C)C3=O)n2)cc1 (stereo unspecified)	4	-0.2	-0.3	0.1	26	3	3	-6	2	14
COc1cccc(NC(=O)N2C3CCCC2CC(NC(=O)C2CC2)C3)c1 (stereo unspecified)	0	-1.7	i	1.2	26	3	6	2	-5	0
COc1ccc(S(=O)(=O)NC2CC3CCC2C3)cc1 (stereo unspecified)	-3	95*	-0.4	1.2	6	5	7	10	1	-5
O=C(NCc1ccco1)C1CC(c2ccccc2O)=NO1 (stereo unspecified)	6	0.7	-0.5	-1.0	21	4	-12	2	-1	0
CC(=O)OC1CC(OC2C(O)CC(OC3C(O)CC(OC4CCC5(C)C(CCC6C5CCC5(C)C(C7=CC(=O)OC7)CCC65O)C4)OC3C)OC2C)OC(C)C1OC1OC(CO)C(O)C(O)C1O (stereo unspecified)	.	-0.2	i	1.6	.	9	19	-3	.	-13
CC(C)=CCOc1c2ccoc2c(OCC=C(C)C)c2oc(=O)ccc12	7	1.3	-0.4	2.7	.	-3	39	-2	.	-8
N#CC(c1ccc(F)cc1)c1ccc(C(=O)c2ccc(F)cc2)cc1 (stereo unspecified)	-3	0.8	i	.	27	5	?	-8	-1	-33
O=[N+]([O-])c1ccc(-c2c[nH]c(=S)[nH]2)cc1	-1	0.8	-0.2	1.3	36	-4	1	1	2	5
O=C(Cc1cccc(NC(=O)C2CCN(C(=O)C3CCCC3)CC2)c1)Nc1cccc(C(=O)N2CCOCC2)c1	.	-1.1	1.1	0.2	.	-1	18	-6	.	-3
CC(=O)Nc1ccc(NC(=O)C(C)OC(=O)c2ccccc2Sc2ccccc2C#N)cc1 (stereo unspecified)	-31	2.6	i	1.8	4	-15	8	-2	-1	3
CC(C)Oc1ccc(CN2CCC2(C)C(=O)Nc2cccc(Oc3ccccc3)c2)cc1 (stereo unspecified)	.	.	-0.8	1.6	.	.	34	-4	.	.
CNC(=S)NNC(=O)c1cccn(Cc2ccc(Cl)c(Cl)c2)c1=O	-3	-0.7	i	.	10	6	2	0	5	20

Carrying on:
SMILES	Rv3671c protease	PfHsp40 yeast	BH1578 lux ind	TcdB GH inh	DUSP3 inh	MazEF act	Yp Topo-I inh	Anthrax LF inh2	SARS 3CLpro inh	SSB-PriA inh
COc1cccc(/C=C2\SC(=S)N(CCCC(=O)Nc3cccc(C(=O)O)c3)C2=O)c1	.	.	-0.1	.	.	-4	1	3	.	.
CC1(C)Cc2c(ccc3ccccc23)-c2nnc(-c3cccnc3)n21	5	0.7	i	0.6	40	1	0	-8	2	2
CCOC(=O)c1ccccc1NC(=O)c1cn(-c2ccc(OC)cc2)c(=O)c2ccccc12	7	-0.2	-0.3	.	2	1	26	1	2	-9
O=C(NC(NC(=O)c1ccccc1)C(=O)c1ccccc1)c1ccccc1	-5	0.8	-0.7	.	22	-2	-3	-1	1	-14
On1ccccc1=S	-5	382*	-0.6	-12	.	4	-1	-6	.	-14
Cc1nn(-c2ccccc2)c2c1C1(C(=O)Nc3ccccc31)N1C(=N2)Sc2ccccc21 (stereo unspecified)	-7	-1.4	i	.	18	10	7	-2	1	31
CCN1CC(CN(C)Cc2nc(Cc3ccccc3)no2)CC1=O (stereo unspecified)	0	0.0	-0.2	0.8	9	3	4	4	-1	-9
Cc1c(C(=O)NCc2ccccc2CN2CCCC2)oc2ccc(F)cc12	-10	-0.4	i	0.7	.	2	11	0	.	2
CC(=O)c1ccc(N2Cc3ccccc3C3(CCOCC3)C2=N)cc1	4	1.0	-2.6	2.4	43	2	-20	-4	2	-11
Cc1ccc(S(=O)(=O)N2CCN(c3ccccc3)CC2)cc1C	0	-0.7	-0.8	0.7	-3	-32	-9	1	-1	11
CCN(CC)C(=O)Cn1cc(S(=O)(=O)CC(=O)Nc2ccccc2F)c2ccccc21	-2	-1.9	i	0.4	35	-5	1	-1	-1	-10
COc1ccc(S(=O)(=O)Nc2ccc(S(=O)(=O)N3CCCCC3)cc2)cc1	-23	0.4	-2.9	.	19	5	0	-3	-1	-1
Cc1onc(-c2c(F)cccc2Cl)c1C(=O)NCc1ccco1	-1	-0.7	-0.1	.	2	12	-2	-5	-3	3
CNC(=O)/C(=C\C=C\c1ccccc1)NC(=O)c1ccc([N+](=O)[O-])cc1	5	-0.8	i	2.5	6	2	0	-3	4	3
COC(=O)c1cc2c(=O)n3ccccc3nc2n(Cc2cccnc2)c1=N	2	.	.	.	.	11	.	.	-4	-14
Cc1ccc2c(c1)c(N=Nc1ccc([N+](=O)[O-])cc1)c(O)n2C	5	0.8	i	-0.4	-41	-11	-9	-8	3	2
COc1ccc([C@H]2CC(=O)C=C(c3ccc4c(c3)sc3ccccc34)C2)cc1	-2	-1.4	-0.4	0.7	.	0	8	-4	.	-4
